# M. tuberculosis GlmU – inhibition of mycobacterial GlmU enzyme – biochemical, glucosamine-1-phosphate acetyltransferase (AID 1376); Bifunctional protein GlmU (Mycobacterium tuberculosis (strain ATCC 25618 / H37Rv)); M. tuberculosis GlmU acetyltransferase enzyme assay; higher % means a stronger effect; one-dose inhibition, %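 (tested at 30 µM in the primary screen)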; IC50 in µM for titrated hits; 0.25% of 220,000 active; in the data active = inhibition above about 13%;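 also: 0% = complete reaction with vehicle and 100% = reaction without substrate; strong numbers were not always called active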
# Mtb RmlCD inh – M. tuberculosis RmlC/RmlD coupled enzyme inhibitors, primary screen, biochemical, compound mixtures, 384-well, from 1536-well plates. dTDP-4-dehydrorhamnose reductase (Mycobacterium tuberculosis (strain ATCC 25618 / H37Rv)) …. AID 1533, 2009. RmlC+RmlD coupled enzyme assay, percent inhibition; primary screen in compound mixtures. 0.03% of 160,000 active. inhibition, % at 3.6 µM; in the data active = inhibition mostly above about 34%, no sharp cut-off; also: some results filed as inactive read as strong as hits
# Target sequence (P9WH09 whole entry, looked up): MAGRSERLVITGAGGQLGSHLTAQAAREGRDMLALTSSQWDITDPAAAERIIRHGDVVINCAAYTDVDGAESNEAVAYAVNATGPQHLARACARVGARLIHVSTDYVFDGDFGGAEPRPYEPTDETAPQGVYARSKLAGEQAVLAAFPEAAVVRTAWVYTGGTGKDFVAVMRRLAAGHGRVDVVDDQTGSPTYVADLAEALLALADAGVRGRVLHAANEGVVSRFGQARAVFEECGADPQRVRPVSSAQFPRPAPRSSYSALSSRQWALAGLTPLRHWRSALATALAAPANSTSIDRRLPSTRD
# Target sequence (P9WH11 whole entry, looked up): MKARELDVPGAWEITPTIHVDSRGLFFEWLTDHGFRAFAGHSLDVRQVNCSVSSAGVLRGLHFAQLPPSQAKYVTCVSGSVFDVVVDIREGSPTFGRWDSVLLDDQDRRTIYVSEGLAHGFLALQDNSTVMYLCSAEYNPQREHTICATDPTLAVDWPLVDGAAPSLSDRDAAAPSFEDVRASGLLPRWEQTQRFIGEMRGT
# * hit, by the source's call; . = not tested or not shown.
SMILES,M. tuberculosis GlmU,Mtb RmlCD inh
COc1ccc(Cc2nc(-c3ccc(Br)o3)no2)cc1OC,-1.1%,-7.3
COc1cc(/C=N/NC(=O)c2cc(-c3cccn3C)n[nH]2)cc(OC)c1OC,-3.5%,18.0
O=C(c1ccc(C(F)(F)F)cc1)C1CCCN(C(=O)c2csnn2)C1 (stereo not drawn),-1.9%,16.3
CCNc1nc(NCC)nc(Oc2ccc(N)cc2)n1,-5.5%,.
Cc1sc2ncnc(-n3nnc4ccccc43)c2c1C,-0.5%,4.0
CCOC(=O)CNC(=O)c1ccc(Cl)s1,5.4%,14.5
COc1cc(C(=O)NCc2ccco2)c(Br)c(OC)c1OC,-3.1%,4.7
O=C(c1ccc2c(c1)OCO2)N1CCC2(CC1)Oc1ccc(Cl)cc1C(=O)C21CC(c2ccc(Cl)cc2)=NO1 (stereo not drawn),1.9%,.
Cc1nn(-c2ccccc2)c2nc(C(Cl)(Cl)Cl)[nH]c(=O)c12,7.7%,6.6
CCC1Sc2ccccc2N(CC(=O)NCCC(C)C)C1=O (stereo not drawn),3.0%,-6.3
O=C(O)c1cc(NCc2cccs2)ccc1N1CCOCC1,-3.7%,0.9
CCn1c(=O)cc(SCC(=O)NCCN2CCN(Cc3ccccc3)CC2)c2ccccc21,2.0%,4.9
O=C1CS/C(=N/N=C/c2c[nH]c3ccccc23)N1,-1.9%,-4.9
O=C(NCc1ccco1)c1cccc(NS(=O)(=O)c2cccc(F)c2)c1,0.7%,1.1
CC(=O)Nc1sc2c(c1C(c1ccncc1)N1CCOCC1)CCCC2 (stereo not drawn),-2.5%,3.8
CC(=O)NC(Cc1ccccc1C)C(=O)NC1CCN(c2nnnn2-c2ccccc2)CC1 (stereo not drawn),-0.1%,.
CN(c1ccccc1)S(=O)(=O)c1cccc(NC(=O)c2cc3ccccc3oc2=O)c1,-4.3%,.
NC(=O)CSc1nnc(Cc2csc(Nc3ccccc3)n2)n1Cc1ccccc1,-2.3%,2.2
O=C(/C=C/c1ccccc1)c1ccccn1,-0.9%,.
N#Cc1cc2c(nc1SCc1cccnc1)CCCC2,1.7%,.
CCOc1ccc(/C=N/NC(=S)NC2CC3CC2C2C=CCC32)cc1 (stereo not drawn),-4.2%,2.6
COc1ccc(N=C2SCC(c3ccc([N+](=O)[O-])cc3)=NN2CCO)cc1,-1.6%,.
CC(=O)c1ccc(OCCn2cnc3ccccc32)cc1,-3.7%,-0.9
COc1ccc2[nH]c3c(c2c1)CN(C)CC3,-2.8%,.
CCc1ccccc1NC(=O)CSC1=C(C#N)C(c2ccc(O)c(OC)c2)C2=C(CCCC2=O)N1 (stereo not drawn),-1.2%,.
Cc1cc2c(cc1C)CSC(c1ccccc1O)SC2,6.1%,.
Cc1cc(/C=N/NC(=O)c2cccc(N(C)C)c2)c(C)n1-c1cc(C(=O)O)cc(C(=O)O)c1,166µM*,-11.7
CCOC(=O)c1c(C)oc2ccc(OCC(N)=O)cc12,-9.5%,.
O=C(OCCN1C(=O)c2ccccc2C1=O)c1ccccc1,.,6.2
CCCCc1ccc(NC(=O)c2cnccn2)cc1,7.7%,-13.6
Cn1nc(C(F)(F)F)c(C(=O)Nc2ccc(F)cc2)c1Cl,-1.2%,.
COc1cccc(Nc2nc3ccccc3nc2NS(=O)(=O)c2cccs2)c1,5.6%,-0.3
O=C(c1ccc(-c2ccccc2)cc1)C1CCCN(C(=O)Cn2cncn2)C1 (stereo not drawn),-6.0%,.
O=c1oc(-c2ccc(Cl)c(Cl)c2)nn1-c1ccc(C(F)(F)F)cn1,5.2%,.
COc1ccc(N(CC(=O)N2CCc3ccccc3C2)S(C)(=O)=O)cc1,-0.6%,.
CCOC(=O)C1=C(c2ccccc2)O/C(=C(/C#N)C(F)(F)F)S1,4.2%,-9.5
Cc1ccc(C(=O)CSc2nnc(-c3ccccc3)o2)cc1,-0.3%,.
CN1CCc2c(sc3c2c(=O)n(-c2ccccc2)c2nnc(SCc4ccc(Cl)cc4)n32)C1,-6.0%,4.1
Cc1noc(C)c1S(=O)(=O)N1CCCC(C(=O)NCCc2ccc(Cl)cc2)C1 (stereo not drawn),-0.6%,-3.9
COc1cccc(CNc2ccc([N+](=O)[O-])c(NCC(=O)O)n2)c1,-0.6%,6.0
Cc1cccc(C)c1OCc1nnc(SCC(=O)NCCc2ccccc2)o1,-1.5%,.
O=C(CN1CCCCCC1)Nc1ccc(S(=O)(=O)N2CCOCC2)cc1,4.5%,-3.0
COC(=O)c1ccccc1NC(=O)COC(=O)CSCC(=O)N1CCOCC1,0.9%,.
CCc1ccc2nc(Nc3nc(COC)cc(=O)[nH]3)nc(C)c2c1,-2.5%,-9.4
CCOc1ccc(Br)cc1S(=O)(=O)NCc1ccc(S(N)(=O)=O)cc1,0.7%,24.9
COc1cc(NS(=O)(=O)c2ccc(NC(=S)NC(=O)/C=C/c3ccco3)cc2)ncn1,24.3%,-8.1
O=C1NCCCc2c1oc1cc(Br)c(O)c(Br)c21,-1.8%,.
O=C(NCc1nc(-c2ccccc2)no1)c1cccs1,-2.8%,.
CCN(CC(=O)Nc1cc(C)nn1-c1nc(C)cc(C)n1)Cc1ccccc1,.,6.4
CC1CCc2nn(CC(=O)N3CCc4ccccc43)cc2C1 (stereo not drawn),7.7%,.
COc1cc(OC)c(C2N(c3ccccn3)C(=O)C3CCCN32)cc1OC (stereo not drawn),-5.8%,6.3
CCC(=O)NC(=S)Nc1ccc2oc(-c3ccc(OC)cc3)nc2c1,-1.6%,45.5
CCOC(=O)c1oc2ccc(Br)cc2c1CSc1nnc(C)s1,4.4%,-1.6
Cc1cccc(NC(=O)CSc2nc(C)c(Cc3ccccc3)c(=O)[nH]2)c1,-5.3%,0.9
COCc1[nH]nc2c1C(C1C=CCCC1)C(C#N)=C(N)O2 (stereo not drawn),-2.1%,13.3
COc1cc(Cl)c(S(=O)(=O)n2cnc(C)c2)cc1Cl,-5.1%,.
CCOc1cc(C(=S)N2CCOCC2)ccc1OS(=O)(=O)c1ccccc1[N+](=O)[O-],2.8%,.
CCCC(=O)N1CCN(S(=O)(=O)c2cc(Cl)ccc2OC)CC1,-0.1%,-9.6
O=C(CN1CCN(c2ccc([N+](=O)[O-])cc2)CC1)Nc1ccccn1,-5.7%,3.5
CCOC(=O)NC(=O)/C(C#N)=C\c1ccccc1,-1.9%,-12.1

# (continued)
SMILES,M. tuberculosis GlmU,Mtb RmlCD inh
CC(=O)c1ccc(-n2nnnc2SCC(=O)N2CCN(C(=O)c3ccco3)CC2)cc1,0.3%,0.2
O=C(O)CSc1nnc(-c2ccc3c(c2)OCO3)n1-c1ccccc1,-6.1%,-6.5
O=Cc1ccccc1OCCOc1ccccc1C=O,4.5%,.
CCN(CC)c1nc(-c2cccc(OC)c2O)nc2ccccc12,-0.7%,.
COC(=O)c1nnn(CC(=O)NC(=O)Nc2ccccc2)c1C(=O)OC,3.1%,-8.3
CC(C)Cn1cc(C(=O)N2CCOCC2)c2c3ccccc3n(C)c2c1=O,-0.1%,6.9
O=C(CCc1ccccc1)Nc1nnc(-c2ccccn2)o1,-0.1%,-7.1
CCN1CCN(Cc2ccc(NC(=O)c3ccc(C)c(NC(=O)c4cccc5[nH]ccc45)c3)cc2C(F)(F)F)CC1,-7.4%,.
COc1ccc(Cc2nnc(SCC(=O)NCc3ccco3)o2)cc1,3.1%,-5.6
c1ccc2c(c1)nc(NCc1ccc3c(c1)OCO3)n2CCN1CCOCC1,4.8%,.
NS(=O)(=O)c1ccc(N=Nc2c(O)c(C(=O)O)cc3ccccc23)cc1,2.2%,-4.7
COc1ccccc1Nc1nnc(SCC(=O)Nc2cc(C)on2)s1,-0.2%,-5.7
N#Cc1cnc(Sc2ccccc2)nc1,0.6%,10.6
COC(=O)[C@@H]1C[C@@]2(O)[C@@H](O)[C@@H](O)[C@@H](O)C[C@H]2N1Cc1ccc(-c2ccccc2)cc1,-1.8%,.
Cc1nccn1-c1ccc(C=O)cc1,0.9%,7.7
O=[N+]([O-])c1ccc2c(c1)ncn2-c1ccccc1,-1.1%,-11.2
Nc1nnc(CCc2ccccc2)s1,-3.1%,-10.1
CSc1nc(-c2ccc(Cl)cc2)c(C#N)c(=O)[nH]1,4.5%,-2.9
C=CCN(c1ccc(C(=O)NC(C)C)cc1)S(C)(=O)=O,2.4%,10.2
Cc1cc(C)c2c(CN3CCN(Cc4ccc5c(c4)OCO5)CC3)cc(=O)oc2c1C,-1.2%,31.1
CSc1nc(C)cc(OCNC(=O)c2cccs2)n1,.,9.3
Cc1cccc(NC(=O)C2CC(=O)N(c3ccccc3)C2)c1C (stereo not drawn),-3.7%,.
COC(=O)Nc1ccc(Cc2ccncc2)cc1,-2.8%,.
Cc1cc(C)n(-c2nc(Nc3ccccc3C)nc(-n3nc(C)cc3C)n2)n1,-1.4%,75.5

# Part of the list above, as tab-separated lines.
Molecule	M. tuberculosis GlmU	Mtb RmlCD inh
NC(=O)CSc1nnc(Cc2csc(Nc3ccccc3)n2)n1Cc1ccccc1	-2.3%	2.2
O=C(/C=C/c1ccccc1)c1ccccn1	-0.9%	.
N#Cc1cc2c(nc1SCc1cccnc1)CCCC2	1.7%	.
CCOc1ccc(/C=N/NC(=S)NC2CC3CC2C2C=CCC32)cc1 (stereo not drawn)	-4.2%	2.6
COc1ccc(N=C2SCC(c3ccc([N+](=O)[O-])cc3)=NN2CCO)cc1	-1.6%	.
CC(=O)c1ccc(OCCn2cnc3ccccc32)cc1	-3.7%	-0.9

# Next entries
SMILES,M. tuberculosis GlmU,Mtb RmlCD inh
O=C1CC(N(Cc2ccc3c(c2)OCO3)C(=O)Nc2ccc(F)cc2)C(=O)N1c1ccccc1 (stereo not drawn),-4.2%,0.3
COC(=O)c1cccc(NC(=O)c2cnoc2C)c1,1.3%,.
CCC(C)[C@H](NC(=O)NC1CCCc2ccccc21)C(=O)OC (stereo partly drawn),3.8%,-7.3
OC1(c2ccccc2F)CCN(Cc2nnnn2CCc2ccccc2)CC1,0.3%,-5.5
OCCCn1c(C2CCCN2c2nc(-c3ccc(F)cc3)cs2)nc2cc(C(F)(F)F)ccc21 (stereo not drawn),-1.4%,.
Cc1cc(C(=O)N2CCCC(C(=O)c3cc(F)ccc3F)C2)c(C)o1 (stereo not drawn),1.8%,.
Cc1ccc(NC(=O)CN2C(=O)S/C(=C\c3cccn3-c3cccc(C(=O)O)c3)C2=O)cc1C,6.7%,-10.7
COc1ccc(C(=O)COC(=O)CN2CC(=O)Oc3ccccc32)cc1Br,2.9%,-9.8
C=C(C)CNC(=S)N/N=C/c1ccc(NC(C)=O)cc1,8.0%,-15.1
Cc1ccccc1SCC(=O)Nc1ccc(N2CCOCC2)cc1,-0.6%,3.3
COc1ccc(C(NC(=O)/C=C/c2ccco2)c2ccc(OC)cc2)cc1,-2.7%,-3.3
CCn1c(-c2cccnc2Cl)nc2cc(Cl)c(Cl)cc21,0.0%,6.7

# Record cards (already shown). Screens in order: M. tuberculosis GlmU	Mtb RmlCD inh
# Profile of `CCC(C)[C@H](NC(=O)NC1CCCc2ccccc21)C(=O)OC` (stereo partly drawn) : 3.8%	-7.3
# Profile of `C=C(C)CNC(=S)N/N=C/c1ccc(NC(C)=O)cc1` : 8.0%	-15.1
# Profile of `Cc1ccc(NC(=O)CN2C(=O)S/C(=C\c3cccn3-c3cccc(C(=O)O)c3)C2=O)cc1C` : 6.7%	-10.7

# Continued:
SMILES,M. tuberculosis GlmU,Mtb RmlCD inh
COc1ccc(CCNC(=O)c2cc(=O)n(C)c(=O)n2C)cc1OC,2.4%,14.8
Cc1cc(NC(=O)c2ccco2)no1,3.0%,.
COc1cccc(/C=N/Nc2ncnc3scc(-c4ccccc4)c23)c1OC,1.1%,22.9
Cc1ccc(OCC(=O)NN2C(=O)c3ccccc3C2=O)c(C)c1,-3.4%,-2.3
CCN(CC)CCCNC(=O)c1nn(-c2cccc(OC)c2)c(=O)c2ccccc12,-0.6%,-3.1
CC1Oc2ccccc2C=C1/C=N/NC(=O)[C@@H](C)NC(=O)OC(C)(C)C (stereo partly drawn),-2.6%,7.2
O=C(N/N=C/C(Cl)=C\c1ccccc1)c1cccs1,3.1%,2.8
CC(C)(C)NC(=O)COc1ccc(CNc2ccc3[nH]c(=O)[nH]c3c2)cc1,1.4%,-5.3
COc1cccc(CC2(CO)CCCN(Cc3ccc4c(c3)OCCO4)C2)c1 (stereo not drawn),-0.6%,1.7
O=C(c1cc([N+](=O)[O-])ccc1N1CCCC1)N1CCCC1,-4.1%,-4.2
N=c1c2c(-c3ccccc3)c(-c3ccccc3)oc2ncn1CCN1CCOCC1,-0.7%,-10.4
COc1ccc(S(=O)(=O)N2CCC(=O)N2)cc1,-0.5%,-9.9
Cc1ccc(S(=O)(=O)N2CCCC2c2cccnc2)cc1 (stereo not drawn),-3.2%,-4.7
O=c1c(-c2ccco2)[n+]([O-])c2ccccc2n1OCc1c(F)cccc1F,2.5%,13.3
Cc1ccc(S(=O)(=O)CCC(=O)OCc2ccc(S(=O)(=O)C(C)C)cc2)cc1,0.3%,-3.4
Cn1c(=O)[nH]c(=O)c2c1nc1n2CC(COc2ccc3ccccc3c2)O1 (stereo not drawn),-0.7%,-14.9
Fc1ccc(-c2csc3[n+]2CCS3)cc1,6.1%,.
COc1ccc(-c2cc(C3CCN(c4ccc(C(C)=O)cc4[N+](=O)[O-])CC3)[nH]n2)cc1,0.5%,6.5
CC1C=CC(C)C(C(=O)O)C1C(=O)O (stereo not drawn),144µM*,-7.4
COc1cc(C(=O)CSc2nnc(-c3ccc(O)cc3)n2CC2CCCO2)ccc1NC(C)=O (stereo not drawn),-0.5%,.
Cc1nnc(C)n1/N=C/c1ccc(C(=O)O)cc1,0.2%,.
CCOC(=O)c1sc(NC(=O)CN2CCCC2)c(C(=O)OCC)c1C,.,-5.0

# Assay outcomes from PubChem.

# Some of the compounds tested, so the mix of outcomes need not match the whole.
